# Menin MLL FP TR – inhibitors of human menin-MLL interaction, mutant MLL peptide; O00255; Menin + Texas Red MLL mutant peptide, fluorescence polarization; Potency, µM (series often up to 61.6 µM), without a hit: at the highest dose FP activity change, negative = inhibition, usual class: inhibitors; 270,000 compounds, 0.23% hits; active means well fitted inhibition curve with a large enough effect in the polarisation, with a control signal flat, not every such curve was filed as active; inconclusive means small, poorly fitted or top-dose-only effect, or effect the other way, or a change in a side signal; inactive means no such curve, though single readings can be large or run the other way; the % refers to the polarisation; further: potency means the concentration at half of the fitted maximal effect; % of control where 0% means no effect; many of its hits are not listed in these tables
# ELG1 DNA repair – ELG1-dependent DNA repair inhibition; HEK293T ELG1-luciferase reporter, luminescence, 16 h; DNA damage induced by 5-fluorouridine; Potency, µM (highest dose often 46.1 µM), for the others: at the highest dose activity change, negative = inhibition, usual class: inhibitors; 330,000 compounds, 2.3% hits; AID 504467; further: potency means the concentration at half of the fitted maximal effect; on the % scale 0 is the no-effect control and ±100 the full control effect; nearly all actives have a fitted effect of over 55% in size
#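 HEK293T cells expressing luciferase-tagged ELG1 (2,000/well) received 5-Fluorouridine plus compound or DMSO for 16 hr at 37 °C. Luciferase was read by ONE-Glo luminescence after 30 min at room temperature.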
# PKM2 activator – PKM2 (human) enzyme activation | P14618 | 260,000 compounds, 0.34% hits | Potency, µM (doses to about 57.5 µM), without a hit: top-dose activation, hits mostly activators | purified PKM2, Kinase-Glo ATP luminescence, activation; response scale: 0% is enzyme alone, no compound; further: potency means the concentration at half of the fitted maximal effect; on the % scale 0 is the no-effect control and ±100 the full control effect; nearly all actives have a fitted effect of over 55% in size
# Target sequence (P14618 whole entry, looked up): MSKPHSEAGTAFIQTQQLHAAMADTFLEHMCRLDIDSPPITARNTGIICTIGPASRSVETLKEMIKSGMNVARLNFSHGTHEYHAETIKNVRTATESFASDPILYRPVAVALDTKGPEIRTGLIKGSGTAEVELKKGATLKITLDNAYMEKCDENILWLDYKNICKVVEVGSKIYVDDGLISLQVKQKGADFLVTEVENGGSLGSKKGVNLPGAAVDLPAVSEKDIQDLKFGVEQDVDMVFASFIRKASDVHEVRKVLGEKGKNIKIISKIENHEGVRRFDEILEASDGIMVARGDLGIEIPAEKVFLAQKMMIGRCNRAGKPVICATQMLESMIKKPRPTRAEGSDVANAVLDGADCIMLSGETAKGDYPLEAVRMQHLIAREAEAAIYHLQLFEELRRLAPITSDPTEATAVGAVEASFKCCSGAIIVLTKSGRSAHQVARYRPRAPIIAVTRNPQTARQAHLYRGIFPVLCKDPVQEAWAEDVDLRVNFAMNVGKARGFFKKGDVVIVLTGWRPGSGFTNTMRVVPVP
#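 Kinase-Glo luminescence reports ATP generated from ADP (0.1 mM) and PEP (0.5 mM) by purified hPK-M2 after 1 h at room temperature, pH 7.2 imidazole buffer; intermediate enzyme activity allows detecting inhibitors and activators.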
# NPC1 prom act – NPC1 promoter activation | 320,000 compounds, 2.4% hits | Huh7 NPC1 promoter luciferase reporter, 24 h | Potency, µM (highest dose often 9.22 µM), without a hit: at the highest dose activation, actives largely listed as activators | AID 485313;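 further: potency means the concentration at half of the fitted maximal effect; % of control where 0% means no effect; nearly all actives have a fitted effect of over 60% in size; reporter is driven by a mutant NPC1 promoter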
#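 NPC1 promoter–luciferase Huh7 cells; 24 h compound; luminescence.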
# MBNL1 CUG block – inhibitors of human MBNL1 binding to CUG repeat RNA. Q9NR56. 280,000 compounds, 0.036% hits. Potency, µM (titrated, usually from 57.5 µM), inactives show at the highest dose activity change, negative = inhibition, actives largely listed as inhibitors. TR-FRET MBNL1-His/biotin-(CUG)12 binding, 665/545 ratio; active means well fitted inhibition curve with a large enough effect in the signal ratio, with a control signal flat, not every such curve was filed as active; inconclusive means small, poorly fitted or top-dose-only effect, or effect the other way, or a change in a side signal; inactive means no such curve, though single readings can be large or run the other way; the % refers to the signal ratio; further: potency means the concentration at half of the fitted maximal effect; on the % scale 0 is the no-effect control and ±100 the full control effect
# Target sequence (Q9NR56 whole entry, looked up): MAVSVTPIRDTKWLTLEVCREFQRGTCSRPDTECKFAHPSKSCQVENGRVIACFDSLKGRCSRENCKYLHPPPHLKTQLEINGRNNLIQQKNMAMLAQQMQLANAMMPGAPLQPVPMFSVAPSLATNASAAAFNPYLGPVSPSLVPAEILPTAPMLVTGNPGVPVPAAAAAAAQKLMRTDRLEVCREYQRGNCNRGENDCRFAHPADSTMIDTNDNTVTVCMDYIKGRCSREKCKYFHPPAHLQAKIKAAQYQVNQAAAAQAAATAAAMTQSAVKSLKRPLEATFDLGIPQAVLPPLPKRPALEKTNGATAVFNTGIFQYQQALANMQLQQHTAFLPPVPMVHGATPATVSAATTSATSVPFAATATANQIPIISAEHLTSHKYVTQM
#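 TR-FRET readout: Ex 340 nm, 665/545 nm emission ratio, normalized to buffer-only (basal) and MBNL1-(CUG)12 controls. Complex of MBNL1-His with Biotin-(CUG)12, compounds 92 nM–58 uM, incubated 60 min at room temperature.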
# Rab9 prom act – activators of Rab9 promoter; 320,000 compounds, 2.8% hits; Huh7 Rab9 promoter-luciferase reporter, luminescence, 24 h; Potency, µM (titrated, usually from 9.22 µM), inactives show at the top dose activation, negative = inhibition, most hits filed as activators; further: potency means the concentration at half of the fitted maximal effect; % of control where 0% means no effect; nearly all actives have a fitted effect of over 60% in size
#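 Steps: seed 1500 Huh7 Rab9-luc cells per well, rest 2 h at 37 °C; add compound in DMSO; incubate 24 h; add luciferase reagent, 10 min ambient; read luminescence.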
# RORg inh – ROR gamma (mouse) transcription inhibition. P51450. Drosophila S2 Gal4-RORgamma UAS-luciferase reporter, 20 h. Potency, µM (highest dose often 53.6 µM), inactives show at the highest dose activity change, negative = inhibition, usual class: inhibitors. 310,000 compounds, 5.4% hits. AID 2551; further: potency means the concentration at half of the fitted maximal effect; on the % scale 0 is the no-effect control and ±100 the full control effect; nearly all actives have a fitted effect of over 60% in size
#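 In this cell-based reporter format, copper sulfate (700 uM final) drives Gal4–ROR gamma fusion expression from a metallothionein promoter in Drosophila Schneider cells; compounds preincubated 1 hr, reporter read after 20 hr at ambient temperature.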
# Mito fusion yeast – inhibitors of mitochondrial division or activators of mitochondrial fusion; S. cerevisiae fusion-defective mutant growth rescue, CellTiterGlo 48 h; Potency, µM (top dose mostly 46.1 µM), inactives show top-dose growth rescue (activation), hits mostly activators; 320,000 compounds, 0.23% hits;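 further: potency means the concentration at half of the fitted maximal effect; % of control where 0% means no effect; nearly all actives have a fitted effect of over 45% in size; temperature-sensitive fusion mutants such as fzo1-1 at 37 °C on non-fermentable ethanol glycerol medium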
#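 Compounds are tested for their ability to restore growth of mitochondrial fusion-defective yeast strains at non-permissive 37C in YPEG medium over 48 hours. Viability is quantified by luciferase luminescence.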
# VP16 counter – counter-screen for ROR gamma inhibitors: Gal4-VP16 reporter. Drosophila S2 Gal4-VP16 UAS-luciferase, luminescence, 20 h. Potency, µM (titrated, usually from 53.6 µM), inactives show at the highest dose activity, negative = inhibition, hits mostly inhibitors. 310,000 compounds, 3.5% hits. AID 2546;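 further: Gal4-VP16 expression switched on by copper sulfate through the metallothionein promoter; potency means the concentration at half of the fitted maximal effect; on the % scale 0 is the no-effect control and ±100 the full control effect; nearly all actives have a fitted effect of over 50% in size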
# FLuc modulator – counter-screen for miR-21 project: firefly luciferase inhibitors or activators. 360,000 compounds, 6.9% hits. purified FLuc, Km substrates, luminescence inhibition. Potency, µM (series often up to 57.5 µM), for the others: at the top dose activity change, negative = inhibition, most hits filed as inhibitors. P08659;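 further: potency means the concentration at half of the fitted maximal effect; plate controls were vehicle for no effect and reference inhibitor for full effect; nearly all actives have a fitted effect of over 55% in size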
#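 Purified P. pyralis luciferase, 10 nM final, with Km-level 10 uM D-luciferin and 10 uM ATP in 50 mM Tris acetate pH 7.5, 10 mM Mg acetate, 0.01% Tween-20, 0.05% BSA; 6-point qHTS titration about 60 µM downward; luminescence read.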
# KCNH2 3.1 inh – KCNH2 3.1 (human) potassium channel inhibition. U2OS KCNH2 3.1, thallium flux FluxOr; hits give low values. activity change, % (tested at about 1.8 µM). 340,000 compounds, 0.95% hits;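 active means maximum activity change below -70%; inconclusive means maximum activity change from -70% to -50%; inactive means maximum activity change above -50%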;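 further: thallium influx rate constant from kinetic fluorescence after stimulation buffer; on the % scale 0 is the no-effect control and ±100 the full control effect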
#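 Thallium flux via FluxOr fluorescence (Red40 quencher, 45 min loading) in U2OS cells virally expressing the KCNH2 3.1 isoform (1.77 x 10^8 /mL virus, overnight at 37 C). Rate constants from 2-min kinetic reads post-stimulation, normalised to positive and negative controls.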
# Active calls of the source: *; ? = inconclusive; . = no result given; & = joins results of further samples; [ ] = another dose, or the depositor's remark. Unless noted, the call rests on the fitted dose curve; in most records, active means well fitted curve in the direction sought with a large enough effect; inconclusive means small, poorly fitted or top-dose-only effect, or another doubt; inactive means no such curve, though single readings can be large; an effect the other way counts as inactive or inconclusive. This is a subset; the hit share may differ from the screen's.
SMILES,Menin MLL FP TR,ELG1 DNA repair,PKM2 activator,NPC1 prom act,MBNL1 CUG block,Rab9 prom act,RORg inh,Mito fusion yeast,VP16 counter,FLuc modulator,KCNH2 3.1 inh
COCCCNC(=O)CS(=O)(=O)Cc1nc(-c2cccc(OC)c2)oc1C,10.9%,?,-5.5%,-0.5%,-2.6%,-5.1%,11.2%,1.9%,13.0%,2.5%,-1.8
Cc1cc2ccccc2n2c(SCC(=O)N3CCc4ccccc4C3)nnc12,?,?,-5.5%,-1.2%,9.0%,-7.7%,?,6.1%,17.8µM*,0.1%,2.3
Cc1ccccc1C(=O)c1c[nH]c(C(=O)NCC2CCCO2)c1 (centres undefined),21.5%,5.7%,-1.5%,-3.4%,-7.5%,2.7%,36.7%,-2.2%,11.5%,-2.5%,7.3
O=C(C1=COCCO1)N1CCN(C(c2ccccc2)c2ccccc2)CC1,-11.0%,-13.0%,-1.3%,-0.6%,-3.0%,4.1%,21.8%,-5.2%,-0.2%,-2.9%,18.5
Cc1onc(-c2ccccc2)c1C(=O)Nc1ccncc1,3.9%,6.5%,1.0%,0.1%,-4.9%,3.2%,-10.8%,-3.8%,-4.3%,0.6%[2.3 µM],0.3
CC1=C(c2ccccc2)SC2=NCCN21,-7.8%,-8.5%,.,-4.0%,-1.9%,-2.7%,-14.1%,16.3%,4.7%,1.7%,5.5
COc1ccc(-c2csc(NC3OC(=O)c4ccccc43)n2)cc1 (centres undefined),.,?,0.8%,2.8%,11.1%,3.9%,-24.1%,-4.8%,9.7%,6.75µM*,7.5
Cc1ccc(CNC(=O)Nc2ccc(F)cc2F)n1C,16.6%,20.8%,.,18.4%,1.6%,12.8%,-6.9%,6.9%,20.1%,?,25.4
COc1ccccc1C(=O)OCC(=O)Nc1cc(S(=O)(=O)N2CCOCC2)ccc1N1CCCC1,-1.8%,-15.9%,-24.3%,-4.5%,-3.5%,1.8%,-16.9%,25.1%,0.6%,-1.4%,2.0
COc1ccc(OC)c(C2CC(=O)N3CN(c4cccc(Cl)c4C)CSC3=C2C#N)c1 (centres undefined),?,0.7%,-44.0%,-5.2%,15.7%,-0.2%,?,4.0%,2.3%,?,-1.5
CCCCC(=O)N(Cc1ccc(F)cc1)C1CCS(=O)(=O)C1 (centres undefined),.,2.4%,-0.4%,2.1%,-1.2%,-5.3%,5.1%,-1.1%,-0.2%,0.7%,3.8
CC1(C)c2ccccc2-n2c1cc1oc(=O)cc(O)c1c2=O,.,-0.6%,2.0%,-1.8%,3.9%,-0.9%,12.9%,-10.0%,2.2%,-1.0%,6.7
O=C(C1CCN(S(=O)(=O)Cc2ccccc2)CC1)N1CCCc2ccccc21,-19.5%,-2.5%,1.5%,0.9%,-1.7%,-1.4%,?,3.4%,-1.7%,-3.1%,-21.8
CCOC(=O)C(=O)Nc1ccc2c(c1)OCO2,1.5%,.,-12.4%,.,4.4%,.,-18.6%,6.6%,-1.2%,?,7.3
Cc1nc(NC(=O)COC(=O)CCS(=O)(=O)c2ccccc2Cl)c(Cl)cc1Cl,0.1%,9.0%,-1.5%,1.8%,-13.1%,-4.1%,15.2%,-7.0%,5.2%,4.9%,.
Cc1cc2c(c(/C=C/C(=O)c3ccccc3)c1)OC1(C=C2)Oc2ccccc2C(=O)N1C (centres undefined),-8.4%,?,10.8%,-12.7%,-0.5%,-11.5%,-2.3%,-2.9%,-10.9%,-2.0%,-4.6
Cc1ccc(C)c(NC(=O)c2cnn3ccccc23)c1,-17.1%,?,-1.4%,2.2%,3.4%,7.0%,28.3%,3.0%,14.8%,?,-0.4
CSCC(=O)NC1CCCc2c1cnn2-c1cc(F)cc(F)c1 (centres undefined),4.8%,18.0%,-4.0%,-3.6%,4.5%,10.8%,21.0%,1.4%,9.3%,-11.2%,4.9
C[C@H](NC(=O)CCn1nnc2ccccc2c1=O)C(=O)O,.,0.0%,-0.7%,-3.9%,0.5%,-1.7%,4.0%,2.6%,-4.3%,5.3%,-9.3
O=C(O)c1ccc(S(=O)(=O)N2CCN(c3ccccn3)CC2)cc1,-12.4%,-15.6%,0.2%[11.5 µM],-1.8%,-4.7%,-5.9%,-12.7%,0.5%,-3.3%,3.1%,-8.0
CC(C)c1ccc(CNC(=O)CSCC(=O)Nc2ccc3ccccc3c2)cc1,48.2%[activator],-21.2%,-9.7%,0.8%,-5.8%,-1.0%,-9.1%,1.0%,-10.1%,?,2.7
O=C1C(c2ccncc2)=C(O)c2ccccc21,-16.3%,?,-17.5%,0.708µM*,?,4.47µM*,?,-10.8%,?,2.13µM*,-2.0
Nc1ncnc2c1ncn2[C@H]1CC[C@@H](CO)O1,-2.7%&8.0%,?,.,-0.1%,.,2.2%,-1.4%&17.0%&-17.2%,-8.0%,4.6%&-4.2%&-5.0%,-1.9%,-9.1
COc1ccc(C(CNC(=O)Cc2ccc3ccccc3c2)N(C)C)cc1 (centres undefined),.,0.0%,.,-1.5%,-7.7%,-0.9%,-7.3%,-5.7%,-6.9%,3.5%,-2.3
O=C(CSc1ncn[nH]1)OCN1C(=O)c2ccccc2C1=O,-0.3%,14.8%,-7.5%,-0.1%,12.1%,0.0%,15.2%,-4.7%,3.8%,-6.2%,-8.9
Cc1ccc(C(=O)N(Cc2sccc2C)C2CCS(=O)(=O)C2)cc1 (centres undefined),.,1.6%,-5.2%,-2.5%,-0.7%,-6.0%,32.0%,1.0%,4.8%,0.4%&-5.7%,-24.6
Cc1ccc(S(=O)(=O)N2CCCC(C(=O)Nc3cccnc3)C2)cc1 (centres undefined),-0.1%,?,-2.8%,-1.4%,-2.3%,-5.4%,28.1%,-0.6%,6.3%,-0.3%,-15.1
CCn1c(COc2ccccc2C)nnc1SCC(=O)OC,-11.8%,0.0%,0.3%,-3.3%,2.3%,-0.3%,3.0%,0.7%,3.1%,-0.8%,-0.6
CC(C(=O)Nc1cccc([N+](=O)[O-])c1)N(c1ccccc1)S(C)(=O)=O (centres undefined),-0.6%,-9.3%,-0.8%,-0.2%,?,-5.4%,5.4%,4.1%,4.8%,0.6%,-2.6
CCOC(=O)c1ccc(NC(=O)/C=C/c2cccs2)cc1,?,?,5.7%,?,16.3%,?,?,-2.0%,-7.2%,10.7µM*,-13.8
O=C(CSc1ncccn1)Nc1cc(Cl)ccc1[N+](=O)[O-],-1.4%,22.3%,4.8%,0.3%,?,13.7%,-12.3%,5.4%,-17.5%,2.3%,1.1
S=c1[nH]nc(-c2ccncc2)n1/N=C/c1ccccc1,-6.8%,-1.2%,17.5%,-1.7%,-8.4%,-7.1%,?,-2.1%,?,3.7%,16.7
Cc1ccc(NC(=O)c2ccc3nccnc3c2)c(C)c1,8.3%,?,-0.7%,?,?,?,29.4%,-9.1%,-2.4%,?,13.7
COc1ccc(CN2C(=NC(=O)CCc3ccccc3)SC3CS(=O)(=O)CC32)cc1 (centres undefined),.,17.5%,.,-8.9%,-6.0%,0.0%,-80.3%,-1.7%,?,4.3%,-10.6
Cc1ccc(S(=O)(=O)N2CCN(CC(=O)N/N=C\c3ccncc3)CC2)cc1,.,3.3%,5.9%,0.3%,2.6%,1.2%,-30.0%,-10.3%,-4.0%,-2.2%,-1.8
Cc1oc(-c2ccccc2F)nc1CN1CCC(C(=O)NCc2ccco2)CC1,-15.0%,-1.4%,-1.1%,-2.1%,-5.2%,-6.8%,10.4%,-2.3%,1.4%,6.9%,1.7
CN1C(=O)C(C(=O)NC(C)(C)C)C2c3ccccc3OC13CCCCC23 (centres undefined),-13.0%,-0.5%,-0.2%,-2.7%,-6.0%,-1.6%,35.3%,5.4%,12.0%,-1.8%,13.0
Cc1oc2cc(OCc3cnn(-c4ccccc4)c3)ccc2c(=O)c1Oc1ccccc1F,-1.9%,4.3%,-7.4%,-2.9%,.,-7.1%,32.4%,-1.2%,-12.8%,0.7%,-21.4
